Compound activity: PubChem, Broad Institute
ARNT TACC3 PPI: disruptors of human ARNT/TACC3 interaction; AID 623870; AlphaScreen His-ARNT PAS-B/GST-TACC3 binding, luminescence; TACC3 fragment carries E629A point mutation; inhibition, % at 9.99 µM; Q9Y6A5; 0.66% of 390,000 active;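 active = mean inhibition of replicates at least 50% and at least half of replicates each reaching 50%; inconclusive = half or more replicates reach 50% but mean below 50%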;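 also: 0% = complete ARNT plus TACC3 wells and 100% = ARNT alone without TACC3; many hits fall short of the cut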
E-sel inducer: induces E-selectin expression in human endothelial cells; 0.37% of 260,000 active; AID 686992; P16581; activation, % at 7.58 µM; HUVEC E-selectin immunofluorescence imaging; normalized: neutral wells 0, TNF-alpha wells 100;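 active = mean E-selectin-positive cell signal at least 10% of the positive control, reached in at least 60% of replicates, without over 20% cell loss; inconclusive = no rule given, readout overlaps actives, possibly toxicity-flagged; inactive = the rest, including those meeting only one limit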;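 also: in these data hits start at about 27%; measured in HUVEC primary endothelial cells; signal is the percent of cells scored E-selectin positive by PE staining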
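Test system – human umbilical vein endothelial cells (HUVEC), E-selectin induction · Input – 3,000 HUVEC seeded per well · Buffer or medium – EGM-2, gelatin · Compound dosing – single-point compound dose · Detection – immunofluorescence imaging · Measure – percent E-selectin-positive cells · Controls – TNF-alpha high, DMSO low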
RAD52 anneal inh: blocks human RAD52 DNA annealing. P43351. recombinant RAD52 DNA annealing, FRET fluorescence. inhibition, % at 18.7 µM. 0.46% of 360,000 active;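 active = every replicate showing at least 50% inhibition; inconclusive = mean inhibition at least 50% but not in every replicate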
CASP6 VEID inh: blocks human caspase-6 cleavage activity. P55212. purified caspase-6, Z-VEID-R110 cleavage fluorescence. inhibition, % at 12.5 µM. 0.53% of 350,000 active. AID 686996;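 active = mean inhibition across replicates at least about 35%, with every replicate also reaching that limit, limit read from the data; inconclusive = only one of the two criteria met; inactive = neither criterion met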;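 also: 0% = median of neutral control wells and 100% = no fluorescence left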
ERp5 inh: inhibitors of human ERp5; ERp5 insulin aggregation, absorbance 650 nm, 90 min; inhibition, % at 9.99 µM; 0.05% of 350,000 active; AID 651711;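 active = mean replicate inhibition above about 25%, with every replicate also reaching it, limit read from the data, passing the limit was not always enough; inconclusive = only one of those two criteria met; inactive = neither criterion met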
esBAF inh: inhibitors of esBAF chromatin remodeling in mouse ES cells. Bmi1-luciferase knock-in reporter, 24 h; 100% = twice the neutral-well signal. reporter increase, % at 12.5 µM. 2% of 350,000 active; in the data active = activation above about 40%; inconclusive = no clear call, values can overlap the other calls;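 also: 0% = median of the plate's neutral control wells and 100% = double that signal; a rise in the Bmi1 reporter signal indicates esBAF inhibition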
RAD54 branch: blocks human RAD54 Holliday junction branch migration; Q92698; FAM/BHQ fluorescence; inhibition, % at 10.4 µM; 0.14% of 360,000 active; AID 602329;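 active = mean normalized replicate activity at least 40 and at least half of replicates scoring 40 or more; inconclusive = only one of the two criteria met; inactive = mean below 40 and under half of replicates reaching 40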;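 also: 0% = median of neutral control wells and 100% = median of positive control wells; inhibitors cause a drop in the FAM fluorescence signal; in these data hits start at about 50%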
Target sequence (Q92698 whole entry, looked up): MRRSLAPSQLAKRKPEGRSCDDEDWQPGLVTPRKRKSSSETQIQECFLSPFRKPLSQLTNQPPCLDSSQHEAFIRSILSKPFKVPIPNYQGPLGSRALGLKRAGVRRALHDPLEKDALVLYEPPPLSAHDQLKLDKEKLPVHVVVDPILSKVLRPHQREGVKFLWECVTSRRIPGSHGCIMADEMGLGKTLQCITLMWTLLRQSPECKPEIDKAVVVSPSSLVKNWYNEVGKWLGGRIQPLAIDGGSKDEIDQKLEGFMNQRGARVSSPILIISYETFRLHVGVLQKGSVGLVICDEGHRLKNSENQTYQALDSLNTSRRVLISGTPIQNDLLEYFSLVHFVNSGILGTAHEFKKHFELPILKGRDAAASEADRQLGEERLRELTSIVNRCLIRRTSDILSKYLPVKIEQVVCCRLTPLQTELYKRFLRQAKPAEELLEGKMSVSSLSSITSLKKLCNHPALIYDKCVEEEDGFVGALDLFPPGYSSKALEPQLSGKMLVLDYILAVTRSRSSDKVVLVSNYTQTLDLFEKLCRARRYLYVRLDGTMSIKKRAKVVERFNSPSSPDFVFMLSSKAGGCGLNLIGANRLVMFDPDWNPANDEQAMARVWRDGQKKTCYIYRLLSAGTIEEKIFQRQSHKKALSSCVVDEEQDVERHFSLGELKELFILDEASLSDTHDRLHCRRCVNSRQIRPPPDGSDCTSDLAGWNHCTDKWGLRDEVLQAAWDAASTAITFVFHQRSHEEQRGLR
PglD inh: inhibitors of Campylobacter jejuni PglD acetyltransferase | purified PglD enzyme, DTNB colorimetric CoA detection | inhibition, % at 12.5 µM | 0.098% of 360,000 active | AID 602405; in the data active = inhibition above about 16%, passing the limit was not always enough; inconclusive = no clear call, values can overlap the other calls; also: strong numbers were not always called active
* hit, by the source's call; u = inconclusive; x = not tested or not shown. No enrichment for hits, and some 3.2% of all compounds hit somewhere here.

Compound	ARNT TACC3 PPI	E-sel inducer	RAD52 anneal inh	CASP6 VEID inh	ERp5 inh	esBAF inh	RAD54 branch	PglD inh
O=C(Cn1cccc1C(=O)c1ccccc1)NCc1ccccn1	-2	x	x	x	x	5	-1	-2
O=C(CCn1c(=S)oc2ccccc21)Nc1ccc2c(c1)OCCO2	-8	x	x	x	x	5	4	-9
Cc1ccc(CNC(=O)C2CCCN2S(=O)(=O)c2ccc(F)cc2)cc1 (centres undefined)	10	-0.1	14	1	-2	0	-2	-4
COc1cc2c(cc1OC)[C@H](C)N(C(=O)CSc1nc(O)c(C(C)C)c(=O)[nH]1)CC2	-5	x	-10	-1	2	-6	-6	2
CC1(C)C2CCC1(C)C(OC(=O)CSc1nc(N)cc(=O)[nH]1)C2 (centres undefined)	-4	x	x	x	x	-10	0	0
O=C1CN(C(=O)COC(=O)c2ccccc2O)c2ccccc2N1	-3	x	-6	-2	-7	-4	x	4
N/C(=N\OC(=O)c1ccc(Cl)c(Cl)c1)c1cccnc1	-15	x	x	x	x	52*	-7	3
CCCCC(CC)C(=O)NCCCN1CCN(CCCNC(=O)C(CC)CCCC)CC1 (centres undefined)	5	x	x	x	x	0	-4	0
Cc1ccc(NC(=O)CNC(=O)c2ccc(C)s2)nc1	3	x	-17	-2	3	x	9	7
CC1Cc2ccccc2N1C(=O)CSc1nnnn1C1CCCC1 (centres undefined)	7	x	x	x	x	12	-7	5
Cc1cc(C(=O)OCC(=O)Nc2ccccc2Cl)c(C)o1	-1	x	-12	0	12	18	-3	-8
O=C(CCn1c(=O)[nH]c2ccsc2c1=O)Nc1ccc(F)c(F)c1	-2	x	x	x	x	-3	-22	-4
CCOC(=O)c1c(C)[nH]c(C2=NNC(=NC(C)COC)SC2)c1C (centres undefined)	-9	x	-9	1	6	x	x	x
C=CCc1cccc2cc(C(=O)Nc3ccc(F)cc3)c(=O)oc12	-8	-1.4	0	-4	-3	u	1	-2
COC(=O)CN(C)C(=O)c1ccc(OC)c(OC2CCN(C(C)C)CC2)c1	-17	x	-31	-2	1	12	8	3
COc1cc(OC)cc(C(=O)Nc2ccccc2N2CCOCC2)c1	-1	x	x	x	x	-3	2	-4
O=C(Cn1nnc(N2CCCCC2)n1)c1ccc(Cl)c(Cl)c1	-10	25	-2	0	2	x	-7	6
CCc1ccccc1N(CC(=O)NC(C)c1ccccc1)S(C)(=O)=O (centres undefined)	-9	x	0	0	2	5	1	0
COc1cccc(CN2CCN(Cc3cc4ccccc4o3)CC2CCO)c1 (centres undefined)	3	-0.1	-123	1	4	0	17	8
CCC(C)(C)n1nnnc1CN(Cc1ccc(Cl)cc1)Cc1ccco1	-10	x	x	x	x	-4	3	-19
COc1ccc(OC)c(NC(=O)COC(=O)c2cc3c(s2)CCC3)c1	-9	-1.0	-10	34	-1	x	x	x
CN(C)CC(=O)N1CCCCN2[C@@H](CO)[C@H](c3ccc(-c4cccnc4)cc3)[C@@H]2C1	6	0.0	28	0	5	x	8	-1
O=C(OC(C(=O)NC1CCCC1)c1ccccn1)c1cccs1 (centres undefined)	-3	x	x	x	x	1	12	3
COc1ccc(N2C(N)=C(C#N)C(c3ccsc3)C3=C2CCCC3=O)c(OC)c1 (centres undefined)	5	x	x	x	x	-13	-5	-9
c1ccc(-c2nnc3n2NC(c2ccc4c(c2)OCO4)S3)cc1 (centres undefined)	0	x	x	x	x	-10	-2	2
CCN(CC)S(=O)(=O)c1cc(C(=O)NC2=NCCS2)ccc1Cl	-5	x	x	x	x	11	-1	0
COCC(=O)N1CCCCN2[C@H](CO)[C@@H](c3ccc(C#Cc4cccnc4)cc3)[C@H]2C1	0	-0.1	2	1	-1	x	8	-2
Nc1nnc(SCC(=O)NNC(=O)c2ccccc2F)s1	x	-0.5	-8	-3	-11	9	-25	2
N#C[C@@H]1[C@@H](c2ccccc2-c2ccccc2F)[C@@H](CO)N1C(=O)c1ccccn1	x	0.1	-6	0	2	x	x	x
O=C(c1ccsc1)N1CCCC(N2CCOCC2)C1 (centres undefined)	22	x	-10	3	2	-1	-6	-4
O=C(c1ccccc1)C(c1ccccc1)c1ccccc1	-2	-0.1	-14	-1	-7	0	-7	2
COc1cc(/C=N/Nc2ccccc2[N+](=O)[O-])ccc1OC(=O)c1ccccc1F	x	1.8	16	-3	1	-23	-6	-6
Clc1nnc2c3ccccc3ccn12	1	0.1	-7	6	-1	x	x	x
C/C=C/c1ccc([C@@H]2[C@@H](C#N)N(C(=O)NC3CCCCC3)[C@@H]2CO)cc1	-2	-0.3	-45	2	0	1	-4	-1
CC(=O)c1cccc(-c2cnc3c(NC=O)cc(-c4ccccc4Oc4ccccc4)cn23)c1	x	-0.5	-29	-1	5	6	3	-4
O=C(CNCc1ccccc1Cl)Nc1cc(S(=O)(=O)N2CCOCC2)ccc1Cl	0	x	-15	-1	-2	-1	-6	-4
CN(c1cccc(NS(=O)(=O)c2cccc([N+](=O)[O-])c2)c1)S(C)(=O)=O	-5	x	-8	0	4	x	x	x
CCS(=O)(=O)N1CCC(C(=O)NCc2cccnc2)CC1	-5	x	6	-4	-9	4	-3	-5
CCOC(=O)N1CC=C2C(C#N)=C(N)C(C#N)(C#N)[C@H](c3ccc(OCC)c(OCC)c3)[C@H]2C1	-9	x	-43	5	-2	-6	-2	-6
Cc1cccc(NC(=O)c2ccc(Cl)nc2)n1	-2	1.4	-7	-48	1	x	8	-4

Entries listed so far that contain a nitro group on carbon (2):
Compound	ARNT TACC3 PPI	E-sel inducer	RAD52 anneal inh	CASP6 VEID inh	ERp5 inh	esBAF inh	RAD54 branch	PglD inh
COc1cc(/C=N/Nc2ccccc2[N+](=O)[O-])ccc1OC(=O)c1ccccc1F	x	1.8	16	-3	1	-23	-6	-6
CN(c1cccc(NS(=O)(=O)c2cccc([N+](=O)[O-])c2)c1)S(C)(=O)=O	-5	x	-8	0	4	x	x	x

An excerpt from above in order of molar mass, highest first.
Compound	ARNT TACC3 PPI	E-sel inducer	RAD52 anneal inh	CASP6 VEID inh	ERp5 inh	esBAF inh	RAD54 branch	PglD inh
CCOC(=O)N1CC=C2C(C#N)=C(N)C(C#N)(C#N)[C@H](c3ccc(OCC)c(OCC)c3)[C@H]2C1	-9	x	-43	5	-2	-6	-2	-6
CCS(=O)(=O)N1CCC(C(=O)NCc2cccnc2)CC1	-5	x	6	-4	-9	4	-3	-5
Cc1cccc(NC(=O)c2ccc(Cl)nc2)n1	-2	1.4	-7	-48	1	x	8	-4
